Screening data deposited in PubChem BioAssay by several laboratories.
HTRA1 inhibitor: HTRA1 (human) protease inhibition. Q92743. recombinant HTRA1, FP-rhodamine activity-based probe, fluorescence polarization. inhibition, % at 5.96 µM. actives 0.5% (n = 340,000); in the data active means inhibition above about 36%;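 further: 0% = enzyme with DMSO and 100% = wells lacking enzyme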
SIAE inh: human SIAE inhibition, primary screen. inhibition, % at 9.66 µM. Q9HAT2. actives 0.69% (n = 370,000). AID 1053197. SIAE FP-Rh probe binding, fluorescence polarization;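 active means inhibition above a cutoff: mean of compounds within the control limits plus 3 SD of those, cut at about 17% in these data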;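 further: 0% = plate median of compound wells and 100% = probe without SIAE protein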
Target sequence (Q9HAT2 whole entry, looked up): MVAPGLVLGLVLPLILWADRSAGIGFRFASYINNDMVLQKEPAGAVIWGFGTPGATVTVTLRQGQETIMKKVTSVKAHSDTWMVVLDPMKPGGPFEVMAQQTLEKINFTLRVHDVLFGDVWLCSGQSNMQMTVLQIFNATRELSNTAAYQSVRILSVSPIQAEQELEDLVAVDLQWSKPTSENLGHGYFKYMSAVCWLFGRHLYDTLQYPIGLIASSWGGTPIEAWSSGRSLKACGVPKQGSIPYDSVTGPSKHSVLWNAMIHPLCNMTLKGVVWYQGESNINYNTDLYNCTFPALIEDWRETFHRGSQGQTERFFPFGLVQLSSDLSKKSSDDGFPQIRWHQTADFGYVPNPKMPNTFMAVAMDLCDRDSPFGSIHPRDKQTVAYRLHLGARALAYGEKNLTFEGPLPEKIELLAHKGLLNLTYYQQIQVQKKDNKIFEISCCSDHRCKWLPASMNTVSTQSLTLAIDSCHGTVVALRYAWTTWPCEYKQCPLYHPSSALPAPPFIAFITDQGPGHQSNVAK
MBD2 DNA inh: inhibitors of human MBD2 binding to methylated oligonucleotide; Q9UBB5; TR-FRET; inhibition, % at 4.4 µM; actives 0.31% (n = 370,000); AID 686964; in the data active means inhibition above about 13%
GC-A act: GC-A (human) enzyme activation; P16066; HEK293 GC-A cells, cGMP TR-FRET, EC30 ANP; 0% at EC30 ANP, 100% saturating ANP; activation, % at 10 µM; actives 0.14% (n = 370,000); in the data active means activation above about 40%
rCAG RNA binder: binds r(CAG) RNA repeats; r(CAG) RNA repeat, TO-PRO-1 dye displacement fluorescence; inhibition, % at 3 µM; actives 1.3% (n = 370,000); AID 651821;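 active means inhibition above the plate cutoff, the mean of all test compounds on that plate plus 3 SD, cut at about 35% in these data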;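 further: 0% = DMSO alone and 100% = 100 µM mitoxantrone as full dye displacement; higher means more dye released from RNA so lower well fluorescence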
UHRF1 MBD2 ctr: blocks human UHRF1 binding to methylated DNA; Q96T88; UHRF1 binding to methylated oligo, TR-FRET; inhibition, % at 4.4 µM; actives 0.75% (n = 370,000); AID 687016; in the data active means inhibition above about 21%;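 further: UHRF1 SRA domain binding a hemimethylated CpG hairpin DNA probe; 0% = median of test compound wells and 100% = reference inhibitor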
PRMT1 FP inh: PRMT1 (human) inhibition, primary screen. inhibition, % at 2.79 µM. recombinant PRMT1, activity-based probe fluorescence polarization. Q99873. actives 1.3% (n = 370,000);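 active means inhibition above about 21% made by adding two undisclosed values, limit read from the data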
ABHD4 inh: ABHD4 (mouse) inhibition, primary FP screen. inhibition, % at 8.92 µM. actives 0.54% (n = 370,000). purified mABHD4, FP-Rh probe fluorescence polarization;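 active means inhibition exceeding the mean over every tested compound plus 3 SD, cut at about 30% in these data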;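 further: 0% = plate median of compound wells and 100% = S159A mutant with DMSO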
Target sequence (Q8VD66 whole entry, looked up): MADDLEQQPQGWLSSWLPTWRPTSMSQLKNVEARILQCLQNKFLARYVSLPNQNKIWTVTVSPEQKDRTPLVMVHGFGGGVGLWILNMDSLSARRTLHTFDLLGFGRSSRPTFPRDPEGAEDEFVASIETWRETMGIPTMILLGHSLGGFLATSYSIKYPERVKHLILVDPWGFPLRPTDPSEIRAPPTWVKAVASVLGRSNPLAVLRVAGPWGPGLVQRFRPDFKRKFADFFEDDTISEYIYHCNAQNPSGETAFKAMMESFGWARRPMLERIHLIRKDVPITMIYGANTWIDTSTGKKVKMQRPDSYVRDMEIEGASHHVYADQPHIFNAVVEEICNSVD
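Assay system: mouse ABHD4 enzyme, wild type / Also added: fluorescent activity-based probe FP-Rh / Doses: single nominal dose of 8.92 µM, 0.89% DMSO final / Timing: 45 min compound pre-incubation plus 60 min probe step, 25 °C / Signal: FP readout, ex 525 nm / em 598 nm / Control set: S159A mutant/DMSO as 100%, compound-well median as 0%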
NPR2 activator: GC-B (human) receptor activation | P20594 | HEK293-GC-B cells, CNP EC30, cGMP TR-FRET; 0% at EC30 CNP, 100% saturating CNP | activation, % at 10 µM | actives 0.11% (n = 370,000) | AID 1920062;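 active means activation at 10 µM reaching about 35% in either raw or pattern-adjusted values, limit read from the data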
TCR-CD3 inh: inhibitors of human TCR-CD3 interaction | TAMRA-labeled TCR probe fluorescence, biochemical | inhibition, % at 9.4 µM | actives 0.37% (n = 360,000) | AID 651800; in the data active means inhibition above about 19%;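 further: recombinant mutant TCR 2C K166C tagged with TAMRA read by polarization; 0% = receptor in buffer alone and 100% = receptor with positive control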
The depositor's hits bear a star; nt = not tested or not shown.

SMILES	HTRA1 inhibitor	SIAE inh	MBD2 DNA inh	GC-A act	rCAG RNA binder	UHRF1 MBD2 ctr	PRMT1 FP inh	ABHD4 inh	NPR2 activator	TCR-CD3 inh
COc1ccc(NS(=O)(=O)c2cc(NC(=O)c3nc4nc(C)cc(C)n4n3)ccc2C)cc1	-3	-12	-2	-4	8	8	3	-5	-2	0
Cc1c(NC(=O)c2cc(-c3ccc(Cl)s3)nc3ccccc23)c(=O)n(-c2ccccc2)n1C	-2	-8	6	-2	8	3	4	-13	-13	-10
COc1cccc(NC(=S)NC(=O)c2cccnc2)c1	-13	0	1	3	-1	0	2	4	-3	-5
CCn1cc(S(=O)(=O)NC(C)c2cc(OC)ccc2OC)cn1 (stereo not given)	0	4	3	3	-1	-3	-3	5	0	2
CSCCC(C(=O)NC1=NCCS1)N1C(=O)c2ccccc2C1=O (stereo not given)	-2	-5	-4	-1	-1	4	4	2	2	-2
CC1(C)Cc2cccc(C(=O)Nc3ccncc3)c2O1	4	-5	-4	0	-5	2	6	-11	-6	-4
CCn1c(C)nc2cc(C(=O)N/N=C/c3ccc(N4CCOCC4)cc3)ccc21	1	-6	-3	-3	1	-1	2	2	-1	-2
COc1cccc2oc(CCc3ccccc3)cc(=O)c12	-16	-3	3	0	2	1	1	0	2	3
COc1ccc(C(=O)CSc2nnc(CN3CCCCC3)n2-c2ccc(Cl)cc2)cc1OC	-9	-6	-1	-9	3	2	-2	-8	-12	-1
Nc1nc(N2CCCCC2)nc(N(c2ccccc2)c2ccccc2)n1	1	-1	-2	-1	0	0	-1	-1	-1	0
COc1cccc(/C=N/n2c(COc3ccccc3)n[nH]c2=S)c1	-10	0	1	-1	23	2	11	-10	-2	-11
CC(=O)Nc1ccc(S(=O)(=O)NNC(=O)C2CCCCC2)cc1	0	0	5	-1	-2	1	1	3	2	-5
NS(=O)(=O)c1ccc(NC(=O)COC(=O)c2ccc(S(=O)(=O)N3CCOCC3)cc2)cc1	5	3	3	5	7	1	0	4	3	-2
Cc1cc(NC(=O)CCN2C(=O)/C(=C/c3ccccc3F)SC2=S)no1	nt	1	3	-1	3	0	2	-1	-2	4
CC(Sc1cccc2cccc(C(=O)O)c12)C(=O)O (stereo not given)	-2	-2	-7	-2	0	0	2	5	3	-3
Clc1ccc(SCCOCCN2CCCCC2)cc1	1	6	-4	-1	-2	-1	-2	2	1	2
Cc1ccc(Cn2c(=O)c3c(nc4n3CCN4Cc3ccco3)n(C)c2=O)cc1	-5	4	-3	3	-6	-2	-3	-2	5	2
CC(C)(C)NCc1cc(Br)ccc1OC1CCCC1	-1	6	-2	-43	7	2	-1	-3	-13	3
CC(C)C[C@H](CO)Nc1nc(N(C)c2cccc(Cl)c2)c2ncn(C(C)C)c2n1	1	3	3	2	-5	1	4	8	4	-4
O=C(Nc1cnccn1)c1csc2ccccc12	-8	-5	-2	0	0	3	-2	-8	-4	-2

Some of the entries so far, as labelled records:
CC(C)C[C@H](CO)Nc1nc(N(C)c2cccc(Cl)c2)c2ncn(C(C)C)c2n1
  HTRA1 inhibitor = 1
  SIAE inh = 3
  MBD2 DNA inh = 3
  GC-A act = 2
  rCAG RNA binder = -5
  UHRF1 MBD2 ctr = 1
  PRMT1 FP inh = 4
  ABHD4 inh = 8
  NPR2 activator = 4
  TCR-CD3 inh = -4

O=C(Nc1cnccn1)c1csc2ccccc12
  HTRA1 inhibitor = -8
  SIAE inh = -5
  MBD2 DNA inh = -2
  GC-A act = 0
  rCAG RNA binder = 0
  UHRF1 MBD2 ctr = 3
  PRMT1 FP inh = -2
  ABHD4 inh = -8
  NPR2 activator = -4
  TCR-CD3 inh = -2

(cont.)
SMILES	HTRA1 inhibitor	SIAE inh	MBD2 DNA inh	GC-A act	rCAG RNA binder	UHRF1 MBD2 ctr	PRMT1 FP inh	ABHD4 inh	NPR2 activator	TCR-CD3 inh
CSCCC(NC(=O)c1ccco1)C(=O)OCc1cc([N+](=O)[O-])cc2c1OCOC2 (stereo not given)	-2	-1	1	-5	-2	-1	-2	3	-5	6
CCCCN1CC(C)(C)Oc2cccc(F)c2S1(=O)=O	-1	-4	-5	1	1	-1	4	10	2	0
O=C(COc1cc2oc(=O)c3c(c2cc1Cl)CCC3)NCCCN1CCCC1=O	4	0	-3	1	-6	-2	-1	5	-5	1
COc1ccc(OC)c(NC(=O)CSc2ccccc2)c1	-6	-1	4	-10	-1	1	2	-8	-5	4
CNC(=O)c1nn(-c2ccc(C)cc2)ccc1=O	-2	-2	0	3	-3	3	1	-7	0	1
CC1(C)CC(=O)C(/C=N/c2ccccn2)=C(O)C1	0	-9	7	-4	-1	3	5	-9	6	3
CC1(c2ccc3c(c2)OCCO3)NC(=O)N(CC(=O)Nc2c(F)cccc2F)C1=O (stereo not given)	1	0	5	3	2	3	6	-19	1	-4
O=C(CN1c2cccc3cccc(c23)S1(=O)=O)NCc1ccc(F)cc1	-11	-4	9	0	9	0	8	-13	2	-2
Cn1cccc1C(=O)OCC(=O)NCc1cccs1	7	-2	1	0	0	-1	5	0	-1	2
O=C1NC2(CCCCC2)C(=O)N1c1cccc(Cl)c1	3	1	1	1	4	2	-2	-4	11	-6
COc1ccc(-c2ccc(SCc3ccccn3)nn2)cc1OC	-18	2	1	7	-4	4	-2	0	5	-1
CC(=O)c1cccc(NC(=O)COC(=O)c2cccc(N3C(=O)c4ccccc4C3=O)c2)c1	-17	1	4	4	4	-2	-2	-2	-3	-1
O=C(OCC1CC(c2ccccc2)=NO1)c1ccc(Br)cc1 (stereo not given)	2	-2	-1	6	-1	2	-2	6	2	3
COc1ccc(-c2sc(Nc3ccccc3)n[n+]2-c2ccccc2)cc1Br	-30	-6	4	-12	4	1	-1	-4	-17	-1
CCc1ccc(NC(=O)c2cc(-c3ccco3)on2)cc1	-21	-45	4	5	8	3	0	-29	8	-12
O=S(=O)(c1cccc2ccccc12)N1CCC2CC1c1cc(Cl)ccc12 (stereo not given)	-20	-8	-6	-3	7	2	4	-4	-2	-12
CCNC(=O)C1(C)CCN(C(=O)c2cc(C)oc2C)C1 (stereo not given)	nt	-4	-8	3	0	1	4	3	2	5
CCOC(=O)[C@@H]1[C@H]2COc3ccc(Br)cc3[C@@H]2N2C(=O)N(c3ccc(C(F)(F)F)cc3)C(=O)[C@]12C	-7	-13	4	-1	0	1	1	2	0	0
C=CCOC(=O)C1=C(C)NC(SCC(=O)N(CC)CC)=C(C#N)C1c1ccccc1 (stereo not given)	-16	4	-3	10	-2	2	6	-36	8	7
CN(Cc1ccccc1)C(=O)CSc1n[nH]c(N)n1	-5	4	-1	2	0	-2	3	6	1	-1
O=C(COC(=O)c1cc(S(=O)(=O)Nc2ccccc2Cl)ccc1O)Nc1ccc(F)c(F)c1F	-10	-10	2	0	34	0	-6	5	1	3
O=C(NCc1ccc(F)cc1)c1ccc(CS(=O)(=O)Cc2ccccc2F)o1	2	0	7	4	9	3	5	-7	9	-3
Cc1cccc(C(=O)Nc2sc(-c3ccccc3)cc2C(=O)O)c1	-11	-78	-2	-2	94*	1	8	51*	-10	-6
CC1CCCC(NC(=O)C2CCN(S(=O)(=O)N3CCC4(CC3)OCCO4)CC2)C1C (stereo not given)	3	-3	1	4	-8	2	9	8	6	-1
C/C(Cc1ccccc1)=N/NC(=O)CNC(=O)C(c1ccccc1)c1ccccc1	2	7	-4	1	-1	-1	-2	2	3	5
COCc1nc2oc3ccc(F)cc3c(=O)c2cc1C(=O)OC	1	3	-7	-3	8	1	-5	-11	-1	12
COc1ccc(CCN2C(=O)C3C4C=CC(C5CC45)C3C2=O)cc1OC (stereo not given)	1	1	4	-8	-7	3	3	-3	-4	-3
COc1ccc(OC)c(NC(=O)c2ccc(CSc3nnc(C)s3)cc2)c1	-11	-4	-1	-1	-7	4	0	-2	1	5
Cc1cc(/N=C/N(C)C)on1	0	-4	1	3	-1	-4	-4	9	3	1
CCCCN(C(=O)CSc1c(C)c(C)cc(C)c1C)c1c(N)n(CCC)c(=O)[nH]c1=O	8	11	-5	-4	0	0	-2	8	-5	-3
O=C(NCCc1c[nH]c2ccccc12)c1ccc2c(c1)ncn2C1CCCCC1	nt	1	5	1	6	1	-1	-7	2	nt
COC(=O)c1ccc(-n2c(C)cc(C(=O)COC(=O)CC3Sc4ccccc4NC3=O)c2C)cc1 (stereo not given)	-35	-5	0	4	0	0	-1	18	2	-4
COCOc1ccc(C2CC(=O)c3c(OCOC)cc(OCOC)cc3O2)cc1 (stereo not given)	-6	1	2	0	-4	0	4	-3	-3	5
COc1ccc(CN(C)CCCn2cnc3c(OCc4ccccc4)ncnc32)cc1	6	1	0	3	-2	-1	-2	3	3	1
O=C(CCc1ccccc1)Nc1cccnc1	3	3	-4	4	8	-1	-2	2	4	10
CCCn1c(-c2ccncc2)n[nH]c1=S	6	7	3	0	-5	1	1	-3	1	5
O=C(Cc1ccc(Br)cc1)Nc1ccc(S(=O)(=O)N2CCCC2)cc1	-30	-12	6	0	6	2	4	-19	2	-8
CC(C)c1ccc(/C=C2\SC(N3CCCC3)=NC2=O)cc1	-9	-3	4	-6	1	9	3	-12	2	-10
COc1ccc(CCN(CC(=O)NCc2ccc(F)cc2)C(=O)c2snc(C(N)=O)c2N)cc1OC	0	-2	2	1	0	-3	6	2	-4	2
COc1ccc(C2C(C(=O)NCCN3CCOCC3)c3ccccc3C(=O)N2C2CCCCC2)cc1 (stereo not given)	nt	0	-7	-31	-6	0	-1	1	-20	1
Cc1ccc(C(=O)OCC(=O)NC(C)c2ccccc2)cc1C (stereo not given)	-2	-2	-1	2	-2	0	-1	-1	0	-1
COc1ccc(CC(=O)NNC(=O)c2ccco2)cc1	3	-3	-1	-1	-2	-1	2	0	1	9
CC(C)C(=O)Nc1c(-c2ccccc2)c(=O)c2ccccc2n1C	6	0	2	0	-4	-3	-4	-4	2	2
COc1cc(C(=O)C(=O)c2ccc(OC)c(OC)c2)ccc1O	4	1	-1	-2	3	0	-2	8	2	7
N/C(=N\OCc1ccccc1)c1nonc1N	-8	8	1	-1	2	-1	0	7	4	1
COC(CNS(=O)(=O)c1cccc2nonc12)OC	1	-3	7	1	-7	2	4	-16	4	-5
Cc1ccc(C(=O)NCCCNC(=O)COc2ccc(Cl)cc2)cn1	4	-4	1	0	-3	3	0	-3	-1	10
O=C(Nc1ccccc1)N1CCC(C(=O)N2CCN(c3ccccc3F)CC2)CC1	3	4	0	-3	-8	-3	-8	-3	-3	4
CCOC(=O)c1ccc(Nc2c(OCC)c(=O)c2=O)cc1	14	7	1	3	6	-2	0	13	-6	6
CC1(C)CC(=O)C2=C(C1)N(Cc1cccnc1)C(=O)C2(NC(=O)C1CC1)C(F)(F)F (stereo not given)	1	12	-3	5	-2	1	-3	6	-1	-1
O=C(NCC1CC1)C1(C(F)(F)F)CC(CCCO)CCCO1 (stereo not given)	-4	-4	3	2	0	10	1	7	1	-4
O=C(NCCN1CCC(n2c(=O)[nH]c3ccccc32)CC1)c1ccc(F)cc1F	nt	3	4	0	0	-2	2	1	-1	-4
CC1=C(C(=O)N2CCOCC2)C(c2ccc(Cl)cc2)NC(=S)N1 (stereo not given)	10	-4	-5	54*	-3	0	8	2	61*	-3
C/C=C/c1cnc2c(c1)C(=O)N([C@H](C)CO)C[C@@H](C)[C@@H](CN(C)C(=O)NC1CCCC1)O2	6	9	3	3	2	7	2	0	4	-6
CCCCNS(=O)(=O)c1cc2c3c(c1)CCN3C(=O)CC2	-4	6	4	-2	-3	2	2	5	4	-12

Only part of the results is shown; the hit share may differ from the screen's.
